Screens as filed in PubChem BioAssay.
BLM helicase inh – Bloom syndrome helicase (human) inhibition | P54132 | recombinant BLM DNA unwinding, fluorescence dequenching | Potency, µM (highest dose often 56.1 µM), without a hit: at the highest dose activity change, negative = inhibition, most hits filed as inhibitors | 350,000 compounds, 0.2% hits;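 further: plate controls were vehicle for no effect and no enzyme for full effect; nearly all actives have a fitted effect of over 35% in size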
Target sequence (P54132 whole entry, looked up): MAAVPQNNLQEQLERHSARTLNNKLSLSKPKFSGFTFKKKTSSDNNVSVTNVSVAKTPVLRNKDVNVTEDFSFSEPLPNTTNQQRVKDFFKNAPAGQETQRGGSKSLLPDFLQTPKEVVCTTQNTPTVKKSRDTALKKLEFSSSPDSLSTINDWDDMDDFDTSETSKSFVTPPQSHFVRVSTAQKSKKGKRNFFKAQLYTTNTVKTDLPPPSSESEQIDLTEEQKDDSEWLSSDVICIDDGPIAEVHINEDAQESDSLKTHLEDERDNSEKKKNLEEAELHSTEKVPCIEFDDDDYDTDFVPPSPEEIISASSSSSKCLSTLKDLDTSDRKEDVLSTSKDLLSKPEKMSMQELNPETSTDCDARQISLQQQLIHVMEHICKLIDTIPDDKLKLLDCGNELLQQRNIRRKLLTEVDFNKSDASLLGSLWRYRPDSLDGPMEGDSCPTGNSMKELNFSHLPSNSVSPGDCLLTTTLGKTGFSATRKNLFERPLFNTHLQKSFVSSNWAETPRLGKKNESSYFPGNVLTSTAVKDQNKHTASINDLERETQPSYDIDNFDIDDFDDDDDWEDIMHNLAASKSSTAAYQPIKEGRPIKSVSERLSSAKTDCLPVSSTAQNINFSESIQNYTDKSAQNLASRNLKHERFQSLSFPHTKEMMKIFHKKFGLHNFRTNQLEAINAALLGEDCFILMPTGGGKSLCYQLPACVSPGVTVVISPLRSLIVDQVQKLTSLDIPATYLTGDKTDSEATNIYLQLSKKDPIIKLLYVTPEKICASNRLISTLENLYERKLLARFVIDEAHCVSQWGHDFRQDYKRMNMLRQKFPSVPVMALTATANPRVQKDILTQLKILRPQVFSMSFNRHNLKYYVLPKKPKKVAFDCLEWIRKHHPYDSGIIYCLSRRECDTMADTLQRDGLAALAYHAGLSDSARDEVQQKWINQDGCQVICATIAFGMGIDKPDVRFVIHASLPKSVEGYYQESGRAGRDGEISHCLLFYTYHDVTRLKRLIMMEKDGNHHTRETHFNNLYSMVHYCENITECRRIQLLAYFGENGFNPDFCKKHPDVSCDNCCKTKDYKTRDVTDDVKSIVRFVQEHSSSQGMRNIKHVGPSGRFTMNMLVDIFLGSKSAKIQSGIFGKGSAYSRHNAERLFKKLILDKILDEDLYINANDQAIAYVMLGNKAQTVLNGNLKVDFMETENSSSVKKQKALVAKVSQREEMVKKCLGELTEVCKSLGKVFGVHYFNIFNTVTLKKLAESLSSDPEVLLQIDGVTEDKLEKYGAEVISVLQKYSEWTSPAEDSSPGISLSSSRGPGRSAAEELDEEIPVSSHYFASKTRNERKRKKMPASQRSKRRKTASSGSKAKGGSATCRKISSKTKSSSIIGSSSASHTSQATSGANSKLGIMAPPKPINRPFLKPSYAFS
G9a block – blocks human histone lysine methyltransferase G9a | Potency, µM (doses to about 102 µM), without a hit: top-dose activity, negative = inhibition, hits mostly inhibitors | G9a H3K9 monomethylation, AlphaScreen, 2 h | AID 504332 | 350,000 compounds, 8.8% hits; further: on the % scale 0 is the no-effect control and ±100 the full control effect; nearly all actives have a fitted effect of over 75% in size
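Step 1: enzyme (final 20 nM) with compound, 15 min RT. Step 2: substrate peptide 500 nM and SAM 20 uM, 2 h RT. Step 3: anti-H3K9me1 antibody and AlphaScreen beads, 10 min, then plate read.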
JMJD2A Tudor inh – JMJD2A Tudor domain (human) inhibition; AlphaScreen JMJD2A-Tudor / H3K4me3 peptide binding; 390,000 compounds, 4.4% hits; Potency, µM (series often up to 114 µM), for the others: at the highest dose activity change, negative = inhibition, actives largely listed as inhibitors; further: on the % scale 0 is the no-effect control and ±100 the full control effect; nearly all actives have a fitted effect of over 50% in size
Pol iota inh – inhibitors of human DNA polymerase iota; Q9UNA4; Pol iota fluorescent replication assay, 10 min; Potency, µM (top dose mostly 115 µM), inactives show at the top dose activity, negative = inhibition, most hits filed as inhibitors; 390,000 compounds, 1% hits
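Pol iota at 10 nM preincubated 15 min with compounds at room temperature; reaction started with fluorescent substrate, 50 nM final. Fluorescence read kinetically at 0 and 10 min; buffer-only wells as negative control.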
APEX1 inh – APE1 (human) endonuclease inhibition. 350,000 compounds, 0.35% hits. Potency, µM (highest dose often 65.8 µM), without a hit: at the top dose activity change, negative = inhibition, usual class: inhibitors. P27695. recombinant APE1, TAMRA/BHQ-2 abasic DNA cleavage fluorescence;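 further: plate controls were vehicle for no effect and reference inhibitor for full effect; nearly all actives have a fitted effect of over 55% in size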
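Step 1: APE1 (0.75 nM) with compound, 15 min RT. Step 2: add 50 nM fluorophore/quencher THF duplex. Step 3: three fluorescence reads 60 s apart (525/598 nm); read 3 minus read 1 = reaction progress.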
Pol kappa inh – blocks human DNA polymerase kappa activity; Q9UBT6; purified Pol kappa, fluorescent DNA synthesis assay, 10 min; Potency, µM (highest dose often 107 µM), for inactives: at the top dose activity, negative = inhibition, usual class: inhibitors; 400,000 compounds, 0.53% hits; AID 588579; further: on the % scale 0 is the no-effect control and ±100 the full control effect
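Readout: fluorescence, taken kinetically at 0 and 10 min. Conditions: 10 nM Pol kappa, 15 min RT compound preincubation, 50 nM substrate final. Controls: enzyme-free buffer wells.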
POLB inh – inhibitors of human DNA polymerase beta; P06746; Pol beta primer extension/strand displacement, fluorescence kinetic; Potency, µM (highest dose often 114 µM), for inactives: at the top dose activity change, negative = inhibition, actives largely listed as inhibitors; 340,000 compounds, 1.3% hits; AID 485314; further: on the % scale 0 is the no-effect control and ±100 the full control effect
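Kinetic readout of DNA synthesis with strand displacement by Pol beta. Compound and 10 nM enzyme sit 15 min at room temperature; 50 nM substrate starts the reaction, read immediately and at 10 min.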
BAZ2B block – blocks human BAZ2B. Q9UIF8. AlphaScreen BAZ2B-H3K14Ac peptide displacement. Potency, µM (top dose mostly 114 µM), inactives show at the top dose activity change, negative = inhibition, hits mostly inhibitors. 360,000 compounds, 4.4% hits. AID 504333; further: on the % scale 0 is the no-effect control and ±100 the full control effect; nearly all actives have a fitted effect of over 60% in size
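Inhibition is scored as reduced AlphaScreen emission. The BAZ2B/b-H3(5-23)K14Ac complex (50 nM each) in PBS pH 7.4, 0.01% Tween-20 meets compound (up to 110 uM) for 30 min at RT before bead addition.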
POLH inh – DNA polymerase eta (human) inhibition | Q9Y253 | recombinant Pol eta, fluorescent DNA replication assay | Potency, µM (doses to about 114 µM), for the others: top-dose activity change, negative = inhibition, hits mostly inhibitors | 390,000 compounds, 1.2% hits; further: on the % scale 0 is the no-effect control and ±100 the full control effect
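Pol eta (10 nM) was preincubated with compounds for 15 min at room temperature, after which fluorescent replication substrate (50 nM final) was added to start the reaction. Fluorescence was read kinetically at 0 and 10 min.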
Starred values were filed as active, the others as inactive; ? = inconclusive; · = no result given; & = joins results of further samples; [ ] = remark or other dose. The call rests on the fitted dose curve; in most records, active means well fitted curve in the direction sought with a large enough effect; inconclusive means small, poorly fitted or top-dose-only effect, or another doubt; inactive means no such curve, though single readings can be large; an effect the other way counts as inactive or inconclusive. Potency means the concentration at half of the fitted maximal effect. These rows are one share of the data; rates above refer to the full screens.

item	molecule	BLM helicase inh	G9a block	JMJD2A Tudor inh	Pol iota inh	APEX1 inh	Pol kappa inh	POLB inh	BAZ2B block	POLH inh
1	COc1ccc(NC(=O)CC2COc3ccccc3O2)c(OC)c1 (stereo unspecified)	-3%	10%[12.7 µM]	-1%	-7%	-3%	-4%	10%	-30%	-7%
2	CCOC(=O)c1c(C)[nH]c(C(=O)N/N=C\c2ccccc2O)c1C	-5%	15%	-22%	16%	5%	-11%	1%	12%	-20%
3	COc1ccccc1CCNC(=O)C1(C)CC1(Cl)Cl (stereo unspecified)	0%	15%[59 µM]	3%	12%	17%[12.4 µM]	10%	-9%	-1%	-22%
4	O=C(Nc1ccnc(=O)[nH]1)c1sc2ccccc2c1Cl	-4%	14%[12.7 µM]	-12%[11.4 µM]	5%	-5%	5%	-7%	-14%	?
5	CN(C)c1ccc(C(O)Cc2nc3ccccc3n2C)cc1 (stereo unspecified)	-3%	?	-12%	58%[activator]	16%	3%	40%	-31%	-13%
6	O=C(NCc1ccco1)c1cccc(-c2nnc(-c3ccccc3)o2)c1	4%	15%[59 µM]	-7%	7%	-4%	2%	-5%	-1%	0%
7	CC(=O)Nc1ccc(N2C(=O)C3C4C=CC(CC4)C3C2=O)cc1 (stereo unspecified)	-2%	4%	-15%	-7%	7%	-12%	30%	-1%	-18%
8	Cc1sc(NC(=O)c2ccco2)c(C(c2cccnc2)N2CCN(CCO)CC2)c1C (stereo unspecified)	-1%	?	-14%	-11%	-5%	-12%	?	-12%	5%
9	Cc1cccc(C)c1NC(=O)C(C)N1CCCCC1 (stereo unspecified)	-5%	·	-15%	12%	1%	-22%	26%	3%	0%
10	CC(=O)Nc1ccc(SCC(=O)c2cc(C)n(Cc3cccs3)c2C)cc1	0%	13%[59 µM]	0%	20%	-2%	-2%	?	-24%	-1%
11	O=C(NCCCN=C1NS(=O)(=O)c2ccccc21)c1ccccc1Cl	-3%	-3%	-10%	21%	58%[activator]	-6%	30%	5%	-16%
12	COc1ccccc1N(C)C(=O)Cn1c(=O)oc2cc(S(=O)(=O)N3CCCC3)ccc21	-1%	6%[59 µM]	4%	-21%	·	0%	12%	-25%	-4%
13	CN(CC(=O)Nc1ccc(Cl)c(S(=O)(=O)N2CCOCC2)c1)C(=O)c1ccc(C#N)cc1	·	?	-9%	24%	25%	2%	·	6%	-24%
14	CCN(CC)CCNC(=O)C1(O)c2cc(Br)ccc2NC(=O)N1c1ccc(Cl)cc1 (stereo unspecified)	-2%	3%	4%	14%	25%	4%	23%	-13%	-18%
15	COc1ccc2[nH]c(=O)c(C(c3nnnn3C(C)(C)C)N(Cc3ccco3)CC3CCCO3)cc2c1 (stereo unspecified)	0%	-22%	-27%	20%	-8%	-17%	4%	-20%	-13%
16	Cc1csc(NC(=O)CSc2nnc(NC(=O)COc3ccc(Cl)cc3)s2)n1	-14%	?	-5%	-16%	4%	-6%	3%	11%	?
17	Cc1cc(C)cc(-n2nnn(C3C/C(=N/NC(N)=S)C4OCC3O4)c2=S)c1 (stereo unspecified)	-17%	50µM*	?	19%	5%	5%	6%	-22%	-23%
18	O=C(CCCOc1ccccc1)Nc1ccccc1C(F)(F)F	-10%	16%[59 µM]	7%[57.1 µM]	2%	1%	-16%	1%	12%	-20%
19	O=C(c1cc(S(=O)(=O)N2CCOCC2)ccc1Cl)N1CCN(c2ccccn2)CC1	0%	26%[0.0925 µM]	-13%	-10%	0%	12%	6%	0%	-11%
20	CCN(c1ccccc1)S(=O)(=O)c1cc(C(=O)NCC(c2ccc(OC)cc2)N(C)C)ccc1C (stereo unspecified)	·	·	-25%	31%[activator]	·	2%	·	·	-12%

The last 3 records of the part before open the next one.
item	molecule	BLM helicase inh	G9a block	JMJD2A Tudor inh	Pol iota inh	APEX1 inh	Pol kappa inh	POLB inh	BAZ2B block	POLH inh
18	O=C(CCCOc1ccccc1)Nc1ccccc1C(F)(F)F	-10%	16%[59 µM]	7%[57.1 µM]	2%	1%	-16%	1%	12%	-20%
19	O=C(c1cc(S(=O)(=O)N2CCOCC2)ccc1Cl)N1CCN(c2ccccn2)CC1	0%	26%[0.0925 µM]	-13%	-10%	0%	12%	6%	0%	-11%
20	CCN(c1ccccc1)S(=O)(=O)c1cc(C(=O)NCC(c2ccc(OC)cc2)N(C)C)ccc1C (stereo unspecified)	·	·	-25%	31%[activator]	·	2%	·	·	-12%
21	CCN(CC)S(=O)(=O)c1ccc(C(=O)N2CC(=O)Nc3ccc(F)cc3C2c2ccccc2)cc1 (stereo unspecified)	-6%	-2%[59 µM]	-20%	-4%	·	1%	-2%	-10%	-14%
22	CN(C)/C=C1\SC(=S)N(c2ccc(Br)cc2)C1=O	4%	45µM*	?	40µM*	28µM*	?	?	40µM*	?
23	COc1ccc(OC)c(CC(=O)Nc2ccc3c(c2)CCC3)c1	-2%	26%	-22%	22%	-10%	-1%	53%	-6%	9%
24	CCOC(=O)C1C(=O)CC(C)(O)C(C(=O)OCC)C1c1cccs1 (stereo unspecified)	-1%	12%[12.7 µM]	-14%	18%	-5%	-6%	11%	?	-5%
25	O=C(Nc1nnc(Cc2ccccc2F)s1)c1ccccc1Cl	-1%	·	-12%	9%	10%	-15%	60%	-5%	-1%
26	C=CCn1c(COc2ccc(Cl)cc2)nnc1SCC(=O)NCC(=O)OCC	-5%	28µM*	-19%	18%	1%	6%	2%	-26%	-10%
27	O=C(Nc1ccccc1)c1nn(-c2ccccc2)c(=O)cc1C(F)(F)F	2%	8%[12.7 µM]	9%	-8%	-3%	-17%	18%	-7%	-9%
28	CC1CCCCC1NC(=O)CCS(=O)(=O)c1ccc2c(c1)NC(=O)CS2 (stereo unspecified)	1%	17%	-26%	1%	9%	4%	0%	-5%	-2%
29	CCc1ccc(NCc2cc3cc4c(cc3n(CC(=O)Nc3ccc(C)cc3)c2=O)OCO4)cc1	0%	?	-11%	39%[activator]	·	-3%	10%	?	-4%
30	COc1cc(OC)c(N(C)C(=O)c2cn(C)c(=O)c3cc(OC)c(OC)cc23)cc1Cl	-5%&-5%	-35%	-9%&-14%	?	1%	3%&8%	10%&6%	-6%&-22%	1%&2%
31	Cc1ccc(NC(=O)C(=O)c2c(-c3ccccc3)cc3ccccn23)cc1S(=O)(=O)N1CCOCC1	-11%	?	-28%	4%	-3%	-7%	-19%	-31%	5%
32	CC(NC(=O)CCC(=O)c1ccc(F)cc1)C1CC2CCC1C2 (stereo unspecified)	-2%	6%	-3%	-7%	-1%	3%	-2%	-3%	-12%
33	Cc1cc(C(=O)NCc2ccccc2F)c2ccccc2n1	4%	1%	-8%	58%[activator]	22%	-7%	5%	-25%	-6%
34	CN(C(=O)COC(=O)c1nc(-c2ccccc2)n(-c2ccccc2)n1)C1CCS(=O)(=O)C1 (stereo unspecified)	-2%	-8%[59 µM]	-15%	-9%	1%	-8%	14%	8%	-2%
35	CCCn1c(=O)c(F)cn(Cc2ccc(OC)c([N+](=O)[O-])c2)c1=O	-4%	3%	-16%	47%	1%	-13%	-1%	0%	3%
36	CCC(O)CNC(=O)CCc1nnc(C2(c3ccc(Cl)cc3)CCC2)o1 (stereo unspecified)	-6%	7%	-3%	13%	-1%	3%	?	0%	-3%
37	Cc1c2c(cc3c1[nH]c1ccccc13)C=NCC2	·	·	-11%	34%[activator]	·	9%	·	·	-24%
38	Cc1c(NC(=O)CC2CC(C)OC2=O)c(=O)n(-c2ccccc2)n1C (stereo unspecified)	·	·	29%	22%	·	-12%	·	·	-11%
39	NC(=O)c1ccc(NC(=O)CCc2nc3sc4c(c3c(=O)[nH]2)CCCC4)cc1	·	26%[2.33 µM]	-26%	?	27%	-1%	·	5%	?
40	CC(C)(C)NC(=O)c1ccc(NC(=O)C2COc3ccccc3O2)cc1 (stereo unspecified)	-2%	3%[12.7 µM]	-11%	-3%	0%	-7%	-26%	5%	-16%
41	O=C(Nc1cc(-c2ccccc2)nn1C1CCCCC1)c1ccc(Cl)cc1	·	·	-12%	-17%	-5%	-10%	·	·	1%
42	CCOC(=O)N1CCN(C(=O)CSc2nc3c(c(=O)n2-c2ccccc2OC)SCC3)CC1	-2%	21%	-5%	-7%	-4%	-5%	19%	2%	-9%
43	CC1(C)CC(NC(=O)c2ccc(Br)o2)CC(C)(C)N1	-6%	-4%	-5%	7%	64%	-1%	-15%	5%	8%
44	COc1ccccc1CNC(=O)CCS(=O)(=O)c1cccc2nonc12	-1%	?	-10%	11%	-5%	-5%	2%	-7%	-6%
45	CCOC(=O)CCc1c(C)nc(-n2[nH]c(C)c(CCO)c2=O)[nH]c1=O	-1%	-22%	-9%[11.4 µM]	46%[activator]	-6%	-12%	2%	-2%	-7%
46	O=S(CC(O)COCc1ccc(Cl)cc1)c1ccccn1 (stereo unspecified)	-2%	?	-2%	-13%	-1%	-12%	-18%	0%	0%
47	CCOC(=O)c1cccc(NC(=O)CCS(=O)(=O)c2cccc3nsnc23)c1	0%	?	-19%[57.1 µM]	16%	1%	-6%	1%	-32%	7%
48	C[C@H](CO)N1C[C@H](C)[C@@H](CN(C)Cc2ccncc2)Oc2c(NS(=O)(=O)c3ccccc3)cccc2C1=O	·	·	-11%	-5%	15%	9%	·	·	-9%
49	O=C(NC1CCN(Cc2ccccc2)CC1)C1CCN(S(=O)(=O)c2cccc([N+](=O)[O-])c2)CC1	-2%	-10%	-17%	47%[activator]	6%	-4%	44%	-10%	1%

Structures listed so far shown as hits in G9a block.
item	molecule	BLM helicase inh	G9a block	JMJD2A Tudor inh	Pol iota inh	APEX1 inh	Pol kappa inh	POLB inh	BAZ2B block	POLH inh
17	Cc1cc(C)cc(-n2nnn(C3C/C(=N/NC(N)=S)C4OCC3O4)c2=S)c1 (stereo unspecified)	-17%	50µM*	?	19%	5%	5%	6%	-22%	-23%
22	CN(C)/C=C1\SC(=S)N(c2ccc(Br)cc2)C1=O	4%	45µM*	?	40µM*	28µM*	?	?	40µM*	?
26	C=CCn1c(COc2ccc(Cl)cc2)nnc1SCC(=O)NCC(=O)OCC	-5%	28µM*	-19%	18%	1%	6%	2%	-26%	-10%
